High-throughput results as filed in PubChem.
Tn7 DDE FP – inhibitors of Tn7 peptide binding to fibrin DD(E), primary screen, biochemical, fluorescence polarization, human fibrin, Tn7 probe. Fibrinogen beta chain (Homo sapiens), P02675. FP displacement of FITC-Tn7 peptide from fibrin DD(E); 0% = median of compound wells per plate. inhibition, % at 8.3 µM. hit rate 0.13% among 370,000. AID 720508, 2013;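 active = inhibition above the mean of compounds falling within the control limits plus 3 SD of them, cut at about 14% in these data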;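 note: 0% = plate median of compound wells and 100% = 10 µM Aha-Tn7 peptide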
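Assay system: human fibrin DD(E) protein / Input: 2 µM fibrin DD(E) / Benchmarks: high control of 10 µM Aha-Tn7 peptide / Measured by: fluorescence polarization of the labelled Tn7 tracer / Medium: Tris buffer with calcium and detergent, pH 7.8 / Timing: 10 min compound pre-incubation, 3 h probe incubation at room temperature / Repeats: one replicate per compound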
SIAE primary – human SIAE inhibitors, primary screen, biochemical, fluorescence polarization, FP-Rh probe, 1536-well HTS; SIAE FP-Rh probe binding; hit rate 0.69% among 370,000; inhibition, % at 9.66 µM; AID 1053197, 2014;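 active = inhibition above a cutoff: mean of compounds within the control limits plus 3 SD of those, cut at about 17% in these data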;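 note: 0% = plate median of compound wells and 100% = probe without SIAE protein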
ASAP1 GAP inh – inhibitors of human ASAP1 ArfGAP activity, primary screen, biochemical, fluorescence polarization | Arf-GAP with SH3 domain, ANK repeat and PH domain-containing protein 1 (Homo sapiens), … | ASAP1-stimulated ARF1 GTP hydrolysis, GDP FP detection | inhibition, % at 16.5 µM | hit rate 0.19% among 360,000 | AID 624377, 2012; in the data active = inhibition above about 25%;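 note: 0% = vehicle with enzyme and substrate and 100% = no enzyme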
Target sequence (Q9ULH1 325-724 limits assumed): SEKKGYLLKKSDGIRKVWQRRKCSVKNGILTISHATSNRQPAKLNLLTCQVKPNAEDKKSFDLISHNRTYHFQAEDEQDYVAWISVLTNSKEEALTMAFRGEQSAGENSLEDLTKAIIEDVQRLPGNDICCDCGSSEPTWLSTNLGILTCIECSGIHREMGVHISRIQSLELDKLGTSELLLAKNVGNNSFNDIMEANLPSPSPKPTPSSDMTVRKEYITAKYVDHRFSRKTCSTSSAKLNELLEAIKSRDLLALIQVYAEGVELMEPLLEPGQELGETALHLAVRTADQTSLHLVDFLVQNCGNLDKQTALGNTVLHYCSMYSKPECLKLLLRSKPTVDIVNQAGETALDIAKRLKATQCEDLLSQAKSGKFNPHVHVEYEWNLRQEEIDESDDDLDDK
ARFGAP1 inh – inhibitors of rat ARFGAP1 GAP activity, primary screen, biochemical, fluorescence polarization, GDP tracer; ADP-ribosylation factor GTPase-activating protein 1 (Rattus norvegicus), Q62848; Arfgap1-stimulated ARF1 GTP hydrolysis, GDP FP detection; inhibition, % at 16.5 µM; hit rate 0.26% among 360,000; AID 651572, 2012;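 active = inhibition above a per-plate limit, mean inhibition of low control wells plus 3 SD, cut at about 25% in these data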;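 note: 0% = DMSO wells with enzyme and 100% = wells lacking Arfgap1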
Target sequence (Q62848 1-136 limits assumed): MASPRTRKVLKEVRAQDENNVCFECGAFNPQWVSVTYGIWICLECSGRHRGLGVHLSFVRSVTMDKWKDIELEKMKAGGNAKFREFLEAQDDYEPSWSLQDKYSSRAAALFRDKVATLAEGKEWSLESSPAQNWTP
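Material: rat Arfgap1 catalytic domain, aa 1-136; also added: human ARF1(Δ1-17)-GTP substrate; compound dosing: one concentration, 16.5 µM, DMSO 1.26%; incubation: GTP hydrolysis reaction 2 h at 25 °C; measured by: Tracer-displacement fluorescence polarization with EDTA stop, 620/688 nm; evaluation: % inhibition from polarization; repeats: one replicate per compound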
TDP2 absorb – human TDP2 enzyme inhibitors, primary screen, biochemical, epi absorbance, recombinant enzyme | Tyrosyl-DNA phosphodiesterase 2 (Homo sapiens), O95551 | T5PNP hydrolysis, p-nitrophenol absorbance 415 nm | inhibition, % at 12.8 µM | hit rate 0.34% among 370,000 | AID 720702, 2013;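 active = inhibition above the mean of all tested compounds plus 3 SD, set per campaign, cut at about 25% in these data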;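 note: 0% = DMSO with enzyme and 100% = buffer with substrate but no TDP2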
Target sequence (O95551 whole entry, looked up): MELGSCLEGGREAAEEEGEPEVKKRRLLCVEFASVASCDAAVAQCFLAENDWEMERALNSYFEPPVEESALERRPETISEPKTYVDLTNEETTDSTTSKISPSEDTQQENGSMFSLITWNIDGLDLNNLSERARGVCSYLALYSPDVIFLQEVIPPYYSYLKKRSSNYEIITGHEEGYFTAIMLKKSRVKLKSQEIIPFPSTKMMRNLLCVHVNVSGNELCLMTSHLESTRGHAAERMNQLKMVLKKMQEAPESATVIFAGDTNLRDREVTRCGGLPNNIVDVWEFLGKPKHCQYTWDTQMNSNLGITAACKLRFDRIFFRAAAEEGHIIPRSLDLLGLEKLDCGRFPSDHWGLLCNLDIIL
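System – recombinant human TDP2 · Amount – 120 nM TDP2 per well · Buffer or medium – Mg2+-containing Tris-HCl buffer, pH 7.5 · Reagent – T5PNP substrate, 5 mM · Dosing – 12.8 µM single point, 1% DMSO · Incubation – 2 h at 37 °C · Measured by – epi absorbance · Read-out basis – percent inhibition · Benchmarks – high control without enzyme, low control DMSO plus TDP2 · Repeats – singlicate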
ADAM17 inh – ADAM17 inhibitors, primary screen, biochemical, QFRET | Disintegrin and metalloproteinase domain-containing protein 17 (Homo sapiens), P78536 | recombinant ADAM17, EDANS/DABCYL FRET peptide cleavage | inhibition, % at 6.95 µM | hit rate 0.83% among 370,000;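 active = inhibition above the mean of compounds lying between control limits plus 3 SD, set per campaign, cut at about 8.5% in these data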;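 note: 0% = DMSO-only wells as the low control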
DDE Tn6 FP inh – inhibitors of Tn6 peptide binding to fibrin DD(E), primary screen, biochemical, fluorescence polarization, human fibrin, Tn6 probe; Fibrinogen beta chain (Homo sapiens), P02675; Fibrin DD(E) TRITC-Tn6 fluorescence polarization displacement; inhibition, % at 8.3 µM; hit rate 0.21% among 370,000; AID 720509, 2013;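 active = inhibition above a per-campaign cutoff: mean of compounds within control limits plus 3 SD, cut at about 15% in these data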;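 note: 0% = median of all compound wells on the plate and 100% = blocking peptide control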
ADAM10 inh – human ADAM10 inhibitors, primary screen, biochemical, QFRET, HTS | Disintegrin and metalloproteinase domain-containing protein 10 (Homo sapiens), O14672 | recombinant ADAM10, EDANS/DABCYL FRET peptide cleavage, 3 h | inhibition, % at 7 µM | hit rate 0.62% among 370,000 | AID 720582, 2013;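 active = inhibition above a per-campaign cutoff equal to the mean of compounds falling between control-based bounds plus 3 SD, cut at about 20% in these data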;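 note: 0% = DMSO wells while the 100% control is not disclosed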
PLC-beta3 inh – human PLC-beta3 inhibitors, primary screen, biochemical, fluorescence; 1-phosphatidylinositol 4,5-bisphosphate phosphodiesterase beta-3 (Homo sapiens), Q01970; Purified PLC-beta3, fluorogenic substrate; inhibition, % at 12.2 µM; hit rate 0.18% among 370,000; AID 720704, 2013; in the data active = inhibition above about 11%;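 note: 0% = median of compound wells on plate and 100% = full blocker control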
PLCg1 inh – PLC-gamma1 enzyme inhibitors, primary screen, biochemical, fluorescence, purified enzyme; fluorogenic substrate; inhibition, % at 12.2 µM; hit rate 0.84% among 370,000; AID 720700, 2013; in the data active = inhibition above about 9.5%
Numbers without * were called inactive.

How did CCOc1ccccc1-n1nnnc1SCc1nc2ccccc2s1 do in these assays?
Tn7 DDE FP: -2; SIAE primary: -2; ASAP1 GAP inh: -6; ARFGAP1 inh: 5; TDP2 absorb: -4; ADAM17 inh: 4; DDE Tn6 FP inh: -4; ADAM10 inh: 10; PLC-beta3 inh: -4; PLCg1 inh: -6

Results for Cc1ccc(C)c(OCc2cc(C(=O)N3CC[C@H](O)C3)no2)c1 ?
Tn7 DDE FP: -3; SIAE primary: 2; ASAP1 GAP inh: 15; ARFGAP1 inh: 3; TDP2 absorb: -9; ADAM17 inh: 0; DDE Tn6 FP inh: 2; ADAM10 inh: 0; PLC-beta3 inh: -4; PLCg1 inh: -3

How did Cc1ccc2c(c1)c(Sc1ccccc1)c(CC(=O)O)n2C do in these assays?
Tn7 DDE FP: -5; SIAE primary: 2; ASAP1 GAP inh: -1; ARFGAP1 inh: -3; TDP2 absorb: -1; ADAM17 inh: 1; DDE Tn6 FP inh: 6; ADAM10 inh: 9; PLC-beta3 inh: -7; PLCg1 inh: -6

How did Cc1ccccc1-n1cc(C(=O)c2cc(Cl)ccc2O)cc(C#N)c1=O do in these assays?
Tn7 DDE FP: 0; SIAE primary: -6; ASAP1 GAP inh: -3; ARFGAP1 inh: -7; TDP2 absorb: 8; ADAM17 inh: -5; DDE Tn6 FP inh: 5; ADAM10 inh: -4; PLC-beta3 inh: 0; PLCg1 inh: 2

Results for Cc1cccc(CN2C3=NCCCN3c3ccccc32)c1 ?
Tn7 DDE FP: 6; SIAE primary: 4; ASAP1 GAP inh: -4; ARFGAP1 inh: -3; TDP2 absorb: 7; ADAM17 inh: 0; DDE Tn6 FP inh: 5; ADAM10 inh: -4; PLC-beta3 inh: -4; PLCg1 inh: -4

How did O=C(O)CCCCN1C(=O)C=CC1=O do in these assays?
Tn7 DDE FP: -3; SIAE primary: 1; ASAP1 GAP inh: 4; ARFGAP1 inh: -1; TDP2 absorb: -2; ADAM17 inh: 0; DDE Tn6 FP inh: 3; ADAM10 inh: 4; PLC-beta3 inh: 4; PLCg1 inh: 2

What do the screens show for `O=[N+]([O-])c1ccc(-n2nnnc2-c2ccccc2)cc1`?
Tn7 DDE FP: 2; SIAE primary: -2; ASAP1 GAP inh: -3; ARFGAP1 inh: -6; TDP2 absorb: 1; ADAM17 inh: -2; DDE Tn6 FP inh: 6; ADAM10 inh: -1; PLC-beta3 inh: 0; PLCg1 inh: -3

What do the screens show for `CCOc1ccc(NC(=S)N(CCc2ccncc2)C(C)C)cc1`?
Tn7 DDE FP: 0; SIAE primary: 2; ASAP1 GAP inh: 9; ARFGAP1 inh: 0; TDP2 absorb: 10; ADAM17 inh: -3; DDE Tn6 FP inh: -7; ADAM10 inh: -3; PLC-beta3 inh: -6; PLCg1 inh: 0

What do the screens show for `COC(=O)C(C)Sc1nc2c(c(=O)n(C)c(=O)n2C)n1Cc1cccc(C)c1` (stereo not given)?
Tn7 DDE FP: 4; SIAE primary: 2; ASAP1 GAP inh: 7; ARFGAP1 inh: 0; TDP2 absorb: 2; ADAM17 inh: -4; DDE Tn6 FP inh: -1; ADAM10 inh: -3; PLC-beta3 inh: 2; PLCg1 inh: 0

How did O=C(NC(CCl)c1ccccc1)c1ccc(Cl)cc1 (stereo not given) do in these assays?
Tn7 DDE FP: -9; SIAE primary: 0; ASAP1 GAP inh: 5; ARFGAP1 inh: 4; TDP2 absorb: 8; ADAM17 inh: 1; DDE Tn6 FP inh: 0; ADAM10 inh: 1; PLC-beta3 inh: 5; PLCg1 inh: 4

How did Cc1c(C(=O)NCCCn2ccnc2)oc2ccccc12 do in these assays?
Tn7 DDE FP: -3; SIAE primary: -8; ASAP1 GAP inh: 3; ARFGAP1 inh: -3; TDP2 absorb: 8; ADAM17 inh: 0; DDE Tn6 FP inh: 2; ADAM10 inh: -4; PLC-beta3 inh: -4; PLCg1 inh: 1

How did Cc1c(C(=O)Nc2ccccc2-c2ccccc2)cccc1[N+](=O)[O-] do in these assays?
Tn7 DDE FP: -12; SIAE primary: -3; ASAP1 GAP inh: 0; ARFGAP1 inh: 0; TDP2 absorb: -5; ADAM17 inh: 3; DDE Tn6 FP inh: -6; ADAM10 inh: 5; PLC-beta3 inh: 2; PLCg1 inh: 5

Results for Cc1ccc(NC(=O)Cn2cc(C=O)c3ccccc32)cc1 ?
Tn7 DDE FP: 2; SIAE primary: -1; ASAP1 GAP inh: 13; ARFGAP1 inh: 2; TDP2 absorb: -2; ADAM17 inh: 3; DDE Tn6 FP inh: -3; ADAM10 inh: 6; PLC-beta3 inh: -9; PLCg1 inh: -2

How did CCOc1ccc(C(=O)NC(Cc2ccccc2)C(=O)OC)cc1 (stereo not given) do in these assays?
Tn7 DDE FP: 1; SIAE primary: 7; ASAP1 GAP inh: 7; ARFGAP1 inh: 1; TDP2 absorb: 1; ADAM17 inh: 4; DDE Tn6 FP inh: -1; ADAM10 inh: 2; PLC-beta3 inh: -2; PLCg1 inh: 1

What do the screens show for `Cc1ccsc1/C=N/Nc1cccc(C(=O)O)c1`?
Tn7 DDE FP: 1; SIAE primary: 6; ASAP1 GAP inh: 11; ARFGAP1 inh: 3; TDP2 absorb: 0; ADAM17 inh: -5; DDE Tn6 FP inh: -3; ADAM10 inh: -12; PLC-beta3 inh: -25; PLCg1 inh: -11

How did CCN1C(=O)[C@H]2[C@@H](c3ccc(-c4ccc(OC)cc4)c(OC)c3)N[C@@](Cc3ccccc3)(C(=O)OC)[C@H]2C1=O do in these assays?
Tn7 DDE FP: 0; SIAE primary: -2; ASAP1 GAP inh: -9; ARFGAP1 inh: 7; TDP2 absorb: -12; ADAM17 inh: -1; DDE Tn6 FP inh: -15; ADAM10 inh: -11; PLC-beta3 inh: -27; PLCg1 inh: -13

What do the screens show for `CC(C)=CCC/C(C)=C/CNC(=O)C[C@H]1C[C@H](C(=O)N(C(C)C)C(C)C)[C@@]2(C)c3[nH]c4ccc(Cl)cc4c3CCN2C1=O`?
Tn7 DDE FP: -6; SIAE primary: -2; ASAP1 GAP inh: 10; ARFGAP1 inh: 3; TDP2 absorb: -8; ADAM17 inh: -2; DDE Tn6 FP inh: 4; ADAM10 inh: -13; PLC-beta3 inh: -4; PLCg1 inh: 1

How did Nc1nc(N)c2sc3nc4c(cc3c2n1)CCC4 do in these assays?
Tn7 DDE FP: -4; SIAE primary: 1; ASAP1 GAP inh: -1; ARFGAP1 inh: 3; TDP2 absorb: 1; ADAM17 inh: -23; DDE Tn6 FP inh: -3; ADAM10 inh: -72; PLC-beta3 inh: -191; PLCg1 inh: -158

What do the screens show for `CC(C)COc1nc2ccccc2c(=O)n1OCC(=O)O`?
Tn7 DDE FP: -3; SIAE primary: -1; ASAP1 GAP inh: -8; ARFGAP1 inh: -2; TDP2 absorb: 11; ADAM17 inh: -3; DDE Tn6 FP inh: 6; ADAM10 inh: 4; PLC-beta3 inh: -1; PLCg1 inh: 1

How did COc1ccccc1N(CC(=O)NC1CCCCC1)S(C)(=O)=O do in these assays?
Tn7 DDE FP: 1; SIAE primary: -4; ASAP1 GAP inh: 9; ARFGAP1 inh: 12; TDP2 absorb: -7; ADAM17 inh: -2; DDE Tn6 FP inh: -4; ADAM10 inh: -3; PLC-beta3 inh: 5; PLCg1 inh: 5

Results for CCOC(=O)CNC(=S)N(Cc1ccccc1)Cc1cccnc1 ?
Tn7 DDE FP: 1; SIAE primary: 3; ASAP1 GAP inh: 13; ARFGAP1 inh: 1; TDP2 absorb: 8; ADAM17 inh: -2; DDE Tn6 FP inh: -10; ADAM10 inh: 2; PLC-beta3 inh: -3; PLCg1 inh: -1

How did CSc1ccc(CN(C)C(=O)CNC(=O)c2sc3ccccc3c2Cl)cc1 do in these assays?
Tn7 DDE FP: -1; SIAE primary: -9; ASAP1 GAP inh: 5; ARFGAP1 inh: 4; TDP2 absorb: 6; ADAM17 inh: -5; DDE Tn6 FP inh: -8; ADAM10 inh: 1; PLC-beta3 inh: -8; PLCg1 inh: -1

What do the screens show for `Cc1cc(C)n(-c2nc3ccccc3[nH]c2=O)n1`?
Tn7 DDE FP: -2; SIAE primary: 8; ASAP1 GAP inh: 0; ARFGAP1 inh: -1; TDP2 absorb: 12; ADAM17 inh: -38; DDE Tn6 FP inh: -4; ADAM10 inh: -106; PLC-beta3 inh: -21; PLCg1 inh: -16

How did CC(C)C(CC(=O)NCc1ccco1)c1ccco1 (stereo not given) do in these assays?
Tn7 DDE FP: 0; SIAE primary: -3; ASAP1 GAP inh: -7; ARFGAP1 inh: -7; TDP2 absorb: -5; ADAM17 inh: -4; DDE Tn6 FP inh: 5; ADAM10 inh: -9; PLC-beta3 inh: -6; PLCg1 inh: -4

What do the screens show for `NC(=O)C1CCN(C(=S)c2cccs2)CC1`?
Tn7 DDE FP: -9; SIAE primary: 0; ASAP1 GAP inh: -1; ARFGAP1 inh: 7; TDP2 absorb: -12; ADAM17 inh: 2; DDE Tn6 FP inh: 1; ADAM10 inh: -6; PLC-beta3 inh: 3; PLCg1 inh: 1

How did CCOC(=O)C1CCCn2c1nc1sc3c(c1c2=O)CCCC3 (stereo not given) do in these assays?
Tn7 DDE FP: -5; SIAE primary: -6; ASAP1 GAP inh: -12; ARFGAP1 inh: -1; TDP2 absorb: -1; ADAM17 inh: -6; DDE Tn6 FP inh: -1; ADAM10 inh: -16; PLC-beta3 inh: -10; PLCg1 inh: -9
